hIAP block: human IAP inhibitors, primary screen, biochemical, luminescence, uHTS. Intestinal-type alkaline phosphatase (Homo sapiens), P09923. purified IAP, CDP-Star luminescence, 30 min. inhibition, % at 10 µM. actives 0.12% (n = 330,000). AID 2544, 2010;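 active = inhibition reaching a set limit with compound at 10 µM in the primary screen, cut at about 35% in these data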;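 note: plate controls were DMSO wells with enzyme for no effect and no-enzyme buffer wells for full effect; values of inactives mirror those of a sister screen read the other way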
Target sequence (P09923 whole entry, looked up): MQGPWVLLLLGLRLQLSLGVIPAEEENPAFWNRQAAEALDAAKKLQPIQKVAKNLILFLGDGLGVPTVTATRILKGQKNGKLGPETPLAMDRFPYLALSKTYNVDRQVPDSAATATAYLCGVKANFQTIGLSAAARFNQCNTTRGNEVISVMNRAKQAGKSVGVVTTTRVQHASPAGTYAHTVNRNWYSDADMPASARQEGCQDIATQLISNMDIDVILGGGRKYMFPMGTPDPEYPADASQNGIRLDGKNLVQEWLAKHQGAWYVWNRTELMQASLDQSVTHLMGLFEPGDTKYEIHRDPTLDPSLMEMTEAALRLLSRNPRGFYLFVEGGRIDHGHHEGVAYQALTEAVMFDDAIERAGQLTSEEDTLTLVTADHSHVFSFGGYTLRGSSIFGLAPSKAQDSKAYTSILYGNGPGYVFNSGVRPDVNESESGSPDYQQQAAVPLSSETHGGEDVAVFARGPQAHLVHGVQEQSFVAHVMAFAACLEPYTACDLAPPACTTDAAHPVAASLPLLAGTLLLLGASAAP
mIAP inh: inhibitors of mouse IAP, primary screen, biochemical, luminescence, uHTS | intestinal alkaline phosphatase [Mus musculus] | purified mouse IAP, CDP-Star luminescence, 30 min | inhibition, % at 10 µM | actives 0.2% (n = 330,000) | AID 2806, 2010;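 active = inhibition of at least 40% at 10 µM in the primary screen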;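 note: plate controls were DMSO with enzyme for no effect and no enzyme wells for full effect; values of inactives mirror those of a sister screen read the other way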
mIAP act: activators of mouse IAP, primary screen, biochemical, luminescence, uHTS; muIAP, CDP-Star luminescence, 30 min; active compounds read high; 1 = vehicle-only enzyme signal, 0 = enzyme-free wells; activation factor at 10 µM; actives 0.24% (n = 330,000);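 active = activation factor of at least 2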; note: the source names both 10 and 20 µM as test concentration; values of inactives mirror those of a sister screen read the other way
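Assay system: mouse IAP enzyme; Reagent: CDP-Star chemiluminescent phosphatase substrate; Compound: DMSO-dissolved test compounds; Incubation: 30 min, room temperature; Technique: luminescence from enzymatic CDP-Star hydrolysis; Controls: DMSO-only wells and no-enzyme negative control.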
TIM10 inh: growth inhibitors of isogenic TIM10 control yeast, primary screen, counter-screen for tim10-1 yeast inhibitor project, luminescence, uHTS | S. cerevisiae TIM10 strain growth, BacTiter-Glo luminescence, 24 h | inhibition, % at 10 µM | actives 1.4% (n = 330,000);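 active = inhibition of 40% or more at the single tested concentration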;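 note: wild-type TIM10 isogenic control strain grown at permissive 25 °C; 0% = DMSO yeast wells and 100% = minimal medium wells without yeast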
NALP3 yeast inh: NALP3 inflammasome inhibitors in reconstituted yeast, primary screen, luminescence, uHTS; Yeast reconstituted NLRP3/ASC/caspase-1, beta-gal luminescence, 24 h; AID 2825, 2010; inhibition, % at 10 µM; actives 0.39% (n = 330,000);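 active = inhibition of 50% or more; inactive = inhibition below 50%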;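 note: plate controls were induced DMSO wells for no effect and uninduced yeast grown without galactose for full effect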
MIN6 prolif: inducers of MIN6 beta-cell proliferation, primary screen, ATP luminescence, uHTS | MIN6 cells proliferation, ATPlite luminescence, 48 h; cells starved in 0.2% serum; 100% = growth in 10% serum | proliferation, % at 10 µM | actives 0.29% (n = 330,000) | AID 2380, 2010;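 active = compounds whose signal lies at least 3.5 SD above the mean of all wells on their plate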;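 note: 0% = DMSO-treated cells in low-serum medium and 100% = 10% serum control; some compounds called inactive have numbers as strong as hits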
APOBEC3G inh: APOBEC3G DNA deaminase inhibitors, primary screen, biochemical, fluorescence, single-stranded DNA substrate, uHTS; DNA dC->dU-editing enzyme APOBEC-3G (Homo sapiens), Q9HC16; recombinant A3G, ssDNA deamination FAM/TAMRA fluorescence; inhibition, % at 20 µM; actives 0.28% (n = 330,000); AID 493012, 2011;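 active = inhibition of at least 40% at 20 µM, with no more than 30% in the related APOBEC3A deaminase screen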;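 note: plate controls were DMSO wells with A3G for no effect and wells lacking A3G enzyme for full effect; some compounds called inactive have numbers as strong as hits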
Target sequence (Q9HC16 whole entry, looked up): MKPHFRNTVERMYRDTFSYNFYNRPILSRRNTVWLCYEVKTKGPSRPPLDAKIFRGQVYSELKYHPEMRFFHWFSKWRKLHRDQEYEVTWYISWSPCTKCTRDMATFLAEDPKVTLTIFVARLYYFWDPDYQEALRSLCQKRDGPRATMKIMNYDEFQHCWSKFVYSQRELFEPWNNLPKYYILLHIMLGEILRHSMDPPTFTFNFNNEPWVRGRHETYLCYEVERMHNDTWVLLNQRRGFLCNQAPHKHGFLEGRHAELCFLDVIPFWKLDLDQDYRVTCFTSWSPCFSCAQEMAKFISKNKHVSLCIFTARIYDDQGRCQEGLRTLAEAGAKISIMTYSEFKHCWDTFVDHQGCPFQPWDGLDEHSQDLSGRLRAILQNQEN
A3A deaminase: APOBEC3A ssDNA deaminase inhibitors, primary screen, selectivity assay for APOBEC3G inhibitor project, biochemical, FAM/TAMRA oligo cleavage fluorescence. DNA dC->dU-editing enzyme APOBEC-3A (Homo sapiens), P31941. recombinant A3A, FAM/TAMRA ssDNA deamination fluorescence. inhibition, % at 20 µM. actives 0.41% (n = 330,000);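 active = at least 40% inhibition at 20 µM here, with at most 30% in a related deaminase screen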;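 note: plate controls were A3A with DMSO for no effect and wells lacking A3A enzyme for full effect; some results filed as inactive read as strong as hits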
Target sequence (P31941 whole entry, looked up): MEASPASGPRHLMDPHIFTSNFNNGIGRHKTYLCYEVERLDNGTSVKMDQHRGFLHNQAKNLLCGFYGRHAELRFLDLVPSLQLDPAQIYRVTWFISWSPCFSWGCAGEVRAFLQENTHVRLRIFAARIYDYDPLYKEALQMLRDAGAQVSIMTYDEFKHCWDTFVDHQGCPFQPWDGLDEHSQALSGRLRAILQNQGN
tim10-1 inh: growth inhibitors of tim10-1 mutant yeast, primary screen, luminescence, uHTS | S. cerevisiae tim10-1 ts strain growth, BacTiter-Glo, 24 h | inhibition, % at 20 µM | actives 2.2% (n = 330,000);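 active = inhibition of at least 40%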;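 note: mutant grown at 25 °C; 0% = DMSO wells with yeast and 100% = wells holding no yeast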
Starred values were filed as active, the others as inactive.

SMILES	hIAP block	mIAP inh	mIAP act	TIM10 inh	NALP3 yeast inh	MIN6 prolif	APOBEC3G inh	A3A deaminase	tim10-1 inh
CC(/C=N/Nc1nnc(C)c(=O)[nH]1)=C\c1ccccc1	-1	2	0.98	6	6	-3	1	0	3
CCOc1ccc(NC(=O)CN(C)C(=O)c2sccc2-c2ccccc2)cc1OCC	-3	-9	1.1	18	8	-3	4	-5	16
COc1ccc(/C=N/NC(=O)CSc2nnc(C)n2-c2ccccc2)c(OC)c1OC	-3	-7	1.1	-7	5	-3	5	4	14
OCC[C@@H]1C[C@@H](O)[C@H](O)[C@@]2(Cc3ccccc3CO2)O1	-22	-6	1.1	-3	15	2	-9	0	-15
N#C/C(=C/c1ccc(-c2ccccc2[N+](=O)[O-])o1)C(N)=O	13	2	0.98	9	3	-3	-8	-1	8
c1ccc(CCCN2CCN(c3ccccn3)CC2)cc1	0	-3	1	-8	10	-1	-4	-2	-1
COC(=O)c1cc(C)[nH]c2c(C)cc3nc4ccccc4c3c12	-9	-35	1.3	24	34	-3	-6	0	50*
CCc1oc2ccccc2c1C(=O)CCN1CCCCC1	-14	3	0.97	57*	34	-6	2	-1	33
COc1ccc(N2CCN(C(=O)CN(C)S(=O)(=O)c3cc(C)ccc3OC)CC2)cc1	11	3	0.97	21	1	1	-5	-3	15
CCN(Cc1ccccc1)C(=O)Cc1ccc(OC)c(S(=O)(=O)N2CCOCC2)c1	-5	1	0.99	16	2	-3	-8	0	10
O=C(COC(=O)/C=C/c1cccs1)Nc1cccc(S(=O)(=O)N2CCCC2)c1	0	8	0.93	-3	15	-1	-3	1	-2
O=C(/C=C/c1cccc(C(F)(F)F)c1)OCC(=O)N1CCN(c2ccccc2)CC1	-13	7	0.93	-6	29	-4	-4	1	12
N#C/C(=C(/O)c1ccc(Cl)c([N+](=O)[O-])c1)c1nc2ccccc2[nH]1	5	24	0.76	1	9	-6	3	2	19
O=C(COC(=O)C1CCN(/C=C/C(=O)C(F)(F)F)CC1)Nc1ccccc1	-4	6	0.94	-6	-3	-1	-1	2	-17
O=c1[nH]c2cc([N+](=O)[O-])c([N+](=O)[O-])cc2[nH]c1=O	-12	6	0.94	6	7	0	-4	0	17

Just mIAP inh, MIN6 prolif and A3A deaminase, for some of the entries so far:
| SMILES | mIAP inh | MIN6 prolif | A3A deaminase |
| --- | --- | --- | --- |
| c1ccc(CCCN2CCN(c3ccccn3)CC2)cc1 | -3 | -1 | -2 |
| COC(=O)c1cc(C)[nH]c2c(C)cc3nc4ccccc4c3c12 | -35 | -3 | 0 |

Following part:
SMILES	hIAP block	mIAP inh	mIAP act	TIM10 inh	NALP3 yeast inh	MIN6 prolif	APOBEC3G inh	A3A deaminase	tim10-1 inh
c1ccc(Nc2nc(N3CCNCC3)nc(N3CCOCC3)n2)cc1	-9	-2	1	8	-6	-5	0	-1	-3
COc1ccc(-c2cc(=O)[nH]c(N3CCN(Cc4ccccc4)CC3)n2)cc1	-7	25	0.75	-3	11	-2	-6	-6	16
O=C(NCc1ccccc1)c1cnsn1	5	-1	1	-9	1	1	-1	5	7
Cc1ccc(C2CC(c3cccs3)=NN2C(=O)CSc2nc(=O)n3cc(C)ccc3n2)cc1 (stereo not given)	-3	-6	1.1	12	7	-8	14	2	34
CC(C)(Oc1ccc(Br)cc1Cl)C(=O)Nc1ccon1	4	-2	1	-26	32	1	3	1	2
Oc1ccc2ccccc2c1C=Nc1ccc(N2CCOCC2)cc1	6	8	0.92	13	26	-3	8	-3	15
O=C(COc1ccc(Br)cc1Cl)N1CCN(c2ncccn2)CC1	0	2	0.98	7	34	1	-10	-4	10
Cc1cc(C)nc(NS(=O)(=O)c2ccc(NC(=O)c3ccc4c(c3)OCO4)cc2)n1	-11	0	0.99	6	0	-1	-1	3	9
CC(=O)c1ccc(NC(=O)c2cccc(N3C(=O)c4ccccc4C3=O)c2)cc1	-5	1	0.99	12	31	-6	-90	27	-3
C=CCn1c(SCC(=O)c2cccs2)nc2sc(CC)cc2c1=O	-1	7	0.93	4	10	-6	-6	-1	8
COc1ccc(Cl)cc1NC(=O)CCc1ccccc1	7	2	0.98	29	-9	1	-4	-2	34
C[C@@H]1COC(=O)[C@H](NC(=O)OCC2c3ccccc3-c3ccccc32)C/C=C\C[C@@H](CC(=O)N[C@@H](CO)Cc2ccccc2)C(=O)N1	10	6	0.94	-2	30	-5	-9	-4	10
CCNC(=S)Nc1cc(C(=O)N2CCCC2)ccc1N1CCCC1	-3	-2	1	-3	9	1	-6	-3	9
O=C(Nc1ccc2snnc2c1)N1CCCCC1	5	4	0.96	6	3	1	-2	3	18
CCN1C(=O)C2(C(C(=O)c3cc4ccccc4o3)=C(O)C(=O)N2CCCN2CCOCC2)c2ccccc21 (stereo not given)	12	-4	1	6	10	-2	-9	-5	-15

Taken from above.
Under mIAP inh, CCNC(=S)Nc1cc(C(=O)N2CCCC2)ccc1N1CCCC1 shows -2
Under MIN6 prolif, Oc1ccc2ccccc2c1C=Nc1ccc(N2CCOCC2)cc1 shows -3
Under hIAP block, O=C(NCc1ccccc1)c1cnsn1 shows 5

Additional results
SMILES	hIAP block	mIAP inh	mIAP act	TIM10 inh	NALP3 yeast inh	MIN6 prolif	APOBEC3G inh	A3A deaminase	tim10-1 inh
Cc1ccc(NC(=O)C2CCC(CNC(=O)[C@@H]3Cc4ccccc4CN3)CC2)cc1 (stereo not given in full)	-10	-8	1.1	6	5	-2	2	0	-14
Cn1nc(CC(=O)NCc2ccc(F)cc2)c2ccccc2c1=O	-2	2	0.98	-3	15	0	-6	0	-14
O=C(CCCc1ccccc1)NCCN1CCOCC1	-18	-6	1.1	-11	5	-1	-7	-1	3
CCOC(=O)Cn1cc(C=O)c2ccccc21	-9	2	0.98	0	-15	-3	-10	-1	12
CCC(Sc1nnc(-c2ccc(C)c(Cl)c2)n1CC)C(=O)Nc1nccs1 (stereo not given)	11	-7	1.1	-19	25	-4	-2	0	4
Cc1cc(N)nc(C)c1C#N	-2	2	0.97	-4	17	3	-2	-1	-5
CN1CCN(c2nc3c(c(=O)n(C)c(=O)n3C)n2Cc2ccccc2)CC1	-6	2	0.97	-11	19	0	-8	-8	2
COc1ccc(-n2ccn(CC(=O)Nc3ccccc3OC)c(=O)c2=O)cc1	-7	0	1	-1	1	-2	-9	-4	-20
CC(=O)c1cccc(S(=O)(=O)N(C)C2CCN(C)CC2)c1	-4	-3	1	-18	-6	-1	-10	8	-7
Cc1ccc(S(=O)(=O)n2cnc3cc([N+](=O)[O-])ccc32)c(C)c1	-8	9	0.91	-3	6	0	2	-1	6
CC1CC(C)CN(C(=O)CNC(=O)Cn2ccc3ccccc3c2=O)C1 (stereo not given)	-17	-8	1.1	6	-15	0	-6	-1	6
COc1ccccc1CNC(=O)c1ccc(S(=O)(=O)N(C)C)cc1	8	8	0.92	-12	13	0	-3	1	16
COc1cc(NC(=S)NC2CC(C)(C)NC(C)(C)C2)c(OC)cc1Cl	4	5	0.95	10	10	-3	-9	-5	6
Cc1cc(C)n(C(=O)C(C)N2C(=O)c3ccccc3C2=O)n1 (stereo not given)	20	6	0.94	-6	-5	-2	-8	-2	-2
CC1(C)NC(=O)N(CC(=O)Nc2cc(C(F)(F)F)cc(C(F)(F)F)c2)C1=O	-2	-2	1	5	6	1	0	2	8
O=C(CSc1ccc(Cl)cc1)Nc1ccccc1Oc1ccccc1	-3	3	0.97	16	14	0	-1	1	8
C#CCOCCOCCOCCNc1nc(N2CCN(C(=O)CCCCCCCCCCNC(=O)Cn3cc(C[C@@H](C)O)nn3)CC2)nc(N2CCN(C(=O)CCCCCCCCCCNC(=O)[C@@H](CCSC)n3cc(CCO)nn3)CC2)n1	6	-184	2.8*	12	10	-8	-4	0	13
Cc1cc2cc(CNC(=O)NC3CCCCC3)ccc2[nH]1	0	16	0.84	16	0	1	-9	-4	-7
O=C(NCc1ccccc1)C1CCN(c2nc(-c3ccccc3)nc3c2CCC3)CC1	-36	-52	1.5	7	26	-6	-6	0	19
O=C(Nc1cc(S(=O)(=O)N2CCOCC2)ccc1O)c1ccc(S(=O)(=O)N2CCCCC2)cc1	-3	9	0.91	15	16	-1	-5	0	-4
Cc1ccccc1N1C(=O)CC1(C#N)c1ccc(OCc2ccccc2)cc1 (stereo not given)	-5	11	0.89	-3	-32	0	-9	-1	30
COC(=O)c1c(NC(=S)Nc2ccc(F)cc2[N+](=O)[O-])sc2c1CCCCC2	4	18	0.82	3	16	0	3	1	20
Cc1ccc(OCCOC(=O)Cn2nc(C)c([N+](=O)[O-])c2C)cc1	8	-12	1.1	4	18	-1	-10	2	9
CCSc1nnc2c(Cl)cc(Cl)cn12	1	2	0.98	-9	2	-1	-9	-3	5
NCCCC(=O)O	2	-1	1	7	9	-1	-5	-2	5
COc1cccc(Cn2c(OCC3CCCO3)nc3c2c(=O)n(C)c(=O)n3C)c1 (stereo not given)	-50	8	0.92	13	19	-1	-7	-11	17
CCOC(=O)c1cccc(NC(=O)CN2C(=O)C3C4C=CC(C4)C3C2=O)c1 (stereo not given)	16	-5	1	12	7	3	1	7	20
COC(=O)CC1=C(C(=O)OC)C(c2ccc3c(c2)OCO3)C(C#N)=C(N)O1 (stereo not given)	-3	-13	1.1	3	-5	0	-7	-5	-5
COc1ccc(CCN=C2SCC(=O)N2C)cc1OC	6	2	0.98	2	19	-2	-1	0	-9
CSc1nc(O)c(C(c2ccc(C)cc2)c2c(O)nc(SC)[nH]c2=O)c(=O)[nH]1	-6	-6	1.1	-1	29	-1	-4	0	-7
CC(=O)Nc1ccc(S(=O)(=O)N(C#N)c2nc(N(C)C)nc(N(C)C)n2)cc1	-14	5	0.95	2	15	0	1	-3	15
CN(C)S(=O)(=O)c1cccc(-c2nn(-c3ccccc3)cc2/C=C(/C#N)C(=O)NCc2ccco2)c1	3	7	0.93	-4	-2	0	-3	-3	0
CSc1ncc(CN2CCC(C(=O)Nc3cccc(-c4cscn4)c3)CC2)cn1	-4	-3	1	-11	26	0	-5	-4	-19
COc1ccc(C(C)=O)cc1COC(=O)[C@H](Cc1ccccc1)NC(=O)c1ccco1	-4	-2	1	-2	12	1	-2	-1	5
CN1CCN(CC/C=C2/c3ccccc3Sc3ccc(S(=O)(=O)N(C)C)cc32)CC1	12	-1	1	9	-1	-8	-7	-4	24
Cc1ccc(/C=C2/SC(=S)N(CCC(=O)N3CCOCC3)C2=O)cc1	18	13	0.87	9	21	0	-6	-3	28
NC(=O)CC(NC(=O)Cc1ccc(Br)cc1)c1ccc(N2CCC(Br)CC2)c([N+](=O)[O-])c1 (stereo not given)	8	17	0.83	3	7	-4	27	0	3
Brc1ccc2ncnc(NCc3ccco3)c2c1	-1	11	0.89	14	5	-2	4	3	22
Cc1ccc(S(=O)(=O)N2CCN(Cc3nc4ccccc4n3C)CC2)cc1	-3	0	1	13	3	-1	-5	-2	14
COC(=O)c1ccsc1NC(=O)c1cccc(OC)c1	17	3	0.97	5	29	-1	-3	0	35

Source: PubChem
